OX1R antag-1 – antagonists of human orexin 1 receptor (OX1R); O43613; OX1R-expressing cells, FRET antagonist read-out; inhibition, % at 6.6 µM; hit rate 1.8% among 330,000; AID 485270; in the data active means inhibition mostly above about 38%, no sharp cut-off; inactive means mostly below about 40%;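 further: 0% = agonist challenge alone and 100% = reference antagonist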
Target sequence (O43613 whole entry, looked up): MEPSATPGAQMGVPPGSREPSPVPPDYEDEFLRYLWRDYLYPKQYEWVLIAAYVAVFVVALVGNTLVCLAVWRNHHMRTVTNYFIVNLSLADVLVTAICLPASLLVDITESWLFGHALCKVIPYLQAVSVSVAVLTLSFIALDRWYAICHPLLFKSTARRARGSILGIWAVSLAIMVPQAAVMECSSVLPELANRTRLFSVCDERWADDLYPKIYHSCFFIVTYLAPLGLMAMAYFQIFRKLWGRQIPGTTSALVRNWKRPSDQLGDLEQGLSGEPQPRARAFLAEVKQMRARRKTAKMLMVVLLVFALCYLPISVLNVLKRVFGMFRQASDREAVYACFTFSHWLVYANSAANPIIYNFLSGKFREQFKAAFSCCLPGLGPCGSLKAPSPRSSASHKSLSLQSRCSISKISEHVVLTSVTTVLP
OX1R antag-2 – human HCRTR1 antagonism. O43613. inhibition, % at 5 µM. CHO/OX1R cells, Fluo-8 calcium fluorescence, orexin A. hit rate 0.43% among 330,000. AID 434989;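 active means inhibition above its plate's threshold, mean inhibition of all tested compounds on the plate plus 3 SD, cut at about 37% in these data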;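 further: 0% = orexin A challenge wells and 100% = SB-334867-A antagonist wells; not every result past the cut was called active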
CHT PAM – allosterically activates the human high affinity choline transporter; Q9GZV3; CHT-expressing cells, membrane potential dye, choline EC20; hits give high values; LV-AA mutant CHT in HEK293 cells; B-score at 10 µM; hit rate 0.49% among 310,000; AID 488977;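 active means initial fluorescence not abnormally high and integrated response B-score, plate-corrected, over 3 SD above library mean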
Target sequence (Q9GZV3 whole entry, looked up): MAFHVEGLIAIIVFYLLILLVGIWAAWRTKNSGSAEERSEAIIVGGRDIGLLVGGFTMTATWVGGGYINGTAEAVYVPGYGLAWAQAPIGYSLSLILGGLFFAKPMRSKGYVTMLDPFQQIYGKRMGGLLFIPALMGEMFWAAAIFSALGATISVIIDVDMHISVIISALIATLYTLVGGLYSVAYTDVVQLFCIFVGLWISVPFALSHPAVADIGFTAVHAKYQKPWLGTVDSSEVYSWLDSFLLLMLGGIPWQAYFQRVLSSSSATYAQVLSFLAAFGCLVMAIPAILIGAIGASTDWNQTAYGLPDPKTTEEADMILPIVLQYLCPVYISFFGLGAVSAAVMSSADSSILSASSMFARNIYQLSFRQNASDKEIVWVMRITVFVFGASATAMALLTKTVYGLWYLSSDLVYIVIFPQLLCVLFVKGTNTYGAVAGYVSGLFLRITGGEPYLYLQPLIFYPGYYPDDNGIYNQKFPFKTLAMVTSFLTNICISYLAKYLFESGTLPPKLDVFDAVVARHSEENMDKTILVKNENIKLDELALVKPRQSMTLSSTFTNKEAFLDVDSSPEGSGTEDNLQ
Starred values were filed as active, the others as inactive; i = inactive; x = not tested or not shown.

Start of the data: the first two entries, to show the layout:
SMILES | OX1R antag-1 | OX1R antag-2 | CHT PAM
O=C(CSc1ncc(-c2ccccc2)n1CC1CCCO1)N1CCCCC1 (centres undefined) | 2 | -23 | i
Cc1ccc(C(=O)OCC(=O)NCc2ccc3c(c2)OCO3)cc1S(=O)(=O)N1CCOCC1 | 0 | -3 | x

All compounds of this part, from the start:
SMILES | OX1R antag-1 | OX1R antag-2 | CHT PAM
O=C(CSc1ncc(-c2ccccc2)n1CC1CCCO1)N1CCCCC1 (centres undefined) | 2 | -23 | i
Cc1ccc(C(=O)OCC(=O)NCc2ccc3c(c2)OCO3)cc1S(=O)(=O)N1CCOCC1 | 0 | -3 | x
CN(CC(=O)Nc1ccccc1C(F)(F)F)C(=O)Cn1c(=O)oc2ccccc21 | 20 | -6 | i
Cc1nn(CC(=O)N2CCc3ccccc3C2)c(C)c1Cl | 2 | 10 | i
COc1ccc(C2/C(=C(/O)c3ccc(Cl)cc3)C(=O)C(=O)N2CCN2CCOCC2)c(OC)c1 (centres undefined) | 15 | -28 | i
COC(=O)c1cc(NC(=S)N2CCN(C(=O)C3CCCO3)CC2)cc(C(=O)OC)c1 (centres undefined) | 15 | -8 | i
CCN(CC(=O)NCCCN1CCOCC1)S(=O)(=O)c1ccc(Cl)cc1 | 17 | -18 | i
NC1=NC(=Nc2cccc(Cl)c2)c2ccccc21 | 17 | 0 | i
COc1ccc(-n2nc3c(c2NC(=O)C(C)Cl)CSC3)cc1 (centres undefined) | 12 | -24 | i
CC1(C)CC(=O)C=C(Nc2ccc([N+](=O)[O-])cc2)C1 | 29* | -16 | i
Cc1ccc(CNc2ccc3c(c2)OCO3)cc1 | 17 | 6 | i
CCN1CCN(C(=O)CN(C)S(=O)(=O)c2ccc(Cl)cc2)CC1 | 2 | -18 | i
Cc1ccc(Cn2ccc(-c3cnc(-c4ccccc4)s3)n2)cc1 | 18 | -22 | i
COC(=O)[C@]1(C)N[C@H](CN(C)C(=O)Nc2ccc(C)cc2)[C@@H]2C(=O)N(Cc3ccccc3)C(=O)[C@@H]21 | -6 | -33 | x
O=C(Nc1nccs1)c1ccc2c(c1)C(=O)N(Cc1cccnc1)C2=O | 30 | -13 | i
CCCCn1c(N)c(N(CCOC)C(=O)c2sc3cc(F)ccc3c2Cl)c(=O)[nH]c1=O | 9 | -14 | i
COc1ccc(NC(=O)CSc2ncn[nH]2)c([N+](=O)[O-])c1 | 26 | -11 | i
NC(=O)c1c(NC(=O)c2c(F)cccc2F)sc2c1CCN(Cc1ccccc1)C2 | 12 | -16 | i
COCCNC(=O)c1ccc2c(c1)S(=O)(=O)c1cc(Cl)ccc1C2=O | 42* | -11 | x
COc1ccccc1CN1C[C@@H]2C[C@@H](c3cccc(O)c3)N3CCC[C@@]23C1=O | 21 | -21 | i
Cc1nc(C(=O)NNC(=O)Nc2ccccc2)cs1 | 6 | -16 | i
CC(=O)Nc1cc(NC(C)=O)cc(C(=O)NC(C)(C)C)c1 | 20 | 5 | i
Cn1c(=O)cc(SCC(=O)N2CCN(C3CCCCC3)CC2)c2ccccc21 | 12 | -27 | i
COC(=O)c1cc(=O)[nH]c(SCc2cccc(C)c2)n1 | 11 | -23 | i
O=C1CCC/C(=N/Nc2ccc(Cl)cc2)C1 | 36 | -30 | i

Carrying on:
SMILES | OX1R antag-1 | OX1R antag-2 | CHT PAM
Cc1nonc1C1CCCN1C(=O)c1cc(COc2cccc(C(F)(F)F)c2)on1 (centres undefined) | 7 | -8 | i
N#CC1=C(N)N2C(=C(C#N)C1c1ccccc1)Sc1ccccc12 (centres undefined) | 27 | -15 | i
O=C(N/C(=C\c1ccc(Br)cc1)c1nc2ccccc2[nH]1)c1ccco1 | 15 | -6 | i
O=C(C(Cc1ccccc1)n1cccc1)N1CCc2ccccc21 (centres undefined) | 19 | -25 | i
CCc1cc(C(=O)NC2CCCN(Cc3ccccc3F)C2)n(C)n1 (centres undefined) | 2 | -11 | i
Cc1ccc(S(=O)(=O)N2CCOCC2)cc1C(=O)NNC(=O)c1ccoc1C | 6 | -1 | i
Cc1ccc([N+](=O)[O-])c(OCCCNCC(C)O)c1 (centres undefined) | 14 | -17 | i
CCCCn1c(N)c(N(Cc2ccccc2OC)C(=O)c2cc(=O)[nH]c3ccccc23)c(=O)[nH]c1=O | 18 | -5 | i
COc1cccc(OCCOCCOc2ccc(C)cc2[N+](=O)[O-])c1 | 42 | -13 | i
CN(C(=O)c1cccs1)c1ccc(OCC(=O)N2CCC(C(N)=O)CC2)cc1 | 5 | -6 | i
CC1CCCCN1C(=S)NC(=O)c1cc(Br)ccc1Cl (centres undefined) | 5 | -4 | x
COc1ccccc1OCc1ccc(C(=O)NCC2CCCO2)cc1 (centres undefined) | 6 | -18 | x
CN(C)CCN(C(=O)c1cccc(Cl)c1)c1nc2c(Cl)cccc2s1 | 8 | -10 | i
COC(=O)C(O)(CC(=O)Nc1ccccc1OC)C(F)(F)F (centres undefined) | 13 | -5 | i
O=C(Cc1cccc2ccccc12)Nc1ccc(N2CCOCC2)cc1 | 26 | -7 | i
CC(C)(C)c1cc(C(=O)NCc2cccnc2)ccn1 | 5 | -7 | i
COc1ccc(NC2CCCN(C(=O)CCc3cccc(Cl)c3)C2)cc1 (centres undefined) | 3 | -13 | i
COc1ccccc1NC(=S)N1CCC(NC(=O)NC23CC4CC(CC(C4)C2)C3)CC1 | 0 | -13 | i
Cc1ccc(NC(=O)c2cc(=O)[nH]c3ccccc23)cc1 | 8 | -5 | i
Cc1ccc(C(=O)N/C(=C\c2cccs2)C(=O)NCCc2c[nH]c3ccccc23)cc1C | 13 | -36 | i
O=C(COc1ccc(S(=O)(=O)N2CCCC2)cc1)NCC1CCCO1 (centres undefined) | 15 | -4 | i
COc1ccc(C2/C=C\CN3CCC[C@H]3C(=O)N2Cc2ccc(F)cc2)cc1 (some centres undefined) | 4 | -22 | x
CC1CC(C)CN(C(=O)c2ccc3ccccc3c2)C1 (centres undefined) | 8 | -47 | i
CC(=O)c1cc2c(cc1N/C(=N/S(=O)(=O)c1ccccc1)c1ccc(Cl)cc1)OCO2 | 13 | -18 | i
CCCCCCSc1cc(C)nc2ncnn12 | 0 | -17 | i

A stretch from further up, for reference:
SMILES | OX1R antag-1 | OX1R antag-2 | CHT PAM
COc1ccc(C2/C=C\CN3CCC[C@H]3C(=O)N2Cc2ccc(F)cc2)cc1 (some centres undefined) | 4 | -22 | x
CC1CC(C)CN(C(=O)c2ccc3ccccc3c2)C1 (centres undefined) | 8 | -47 | i
CC(=O)c1cc2c(cc1N/C(=N/S(=O)(=O)c1ccccc1)c1ccc(Cl)cc1)OCO2 | 13 | -18 | i
CCCCCCSc1cc(C)nc2ncnn12 | 0 | -17 | i

The list continues.
SMILES | OX1R antag-1 | OX1R antag-2 | CHT PAM
CCOC(=O)c1cccc(C(=O)Oc2ccccc2)n1 | 26 | -4 | i
Cc1ccc(NC(=O)Nc2ccnc(-c3cccnc3)n2)cc1 | 60 | 4 | i
CCc1cc(-c2n[nH]c(C)c2-c2nc3ccccc3n2C)c(O)cc1O | 20 | -21 | i
Cc1noc(C)c1CSCC(=O)Nc1nnc(CC(C)C)s1 | 0 | -13 | i
COc1ccc(/C(N)=N/OC(=O)CCCc2ccccc2)cc1OC | 26 | -18 | i
Cc1ccc(N(C(=O)Cn2nnc(-c3ccc(F)cc3)n2)C(C(=O)NC(C)(C)C)c2ccncc2)cc1 (centres undefined) | 3 | -21 | i
COc1ccc(NC(=O)[C@@H](NC(=O)c2ccccc2F)C(C)C)cc1S(=O)(=O)N1CCOCC1 | 17 | -28 | i
Cc1ccc(C(=O)NC2CC3CCCC(C2)N3Cc2ccccc2)cc1 (centres undefined) | 10 | -16 | i
Cc1cccc(OCC(=O)NCC(=O)n2nc(C)cc2C)c1 | 7 | -9 | i
CCC(=O)c1ccc(O)c(OC)c1 | 12 | -5 | i
COc1ccc(S(=O)(=O)N2CCN(Cc3cc(OC)c(OC)cc3OC)CC2)cc1 | 1 | -13 | i
CCCc1cc(=O)[nH]c(Nc2ccc(Cl)cc2)n1 | 23 | 22 | i
CCOC(=O)C1C2C=CC3(CN(Cc4ccco4)C(=O)C13)O2 (centres undefined) | 3 | -5 | i
Cc1ccc(C(=O)N/C(=C/c2ccc(N(C)C)cc2)C(=O)NCC2CCCO2)cc1 (centres undefined) | 36 | -4 | i
CCn1c(SCC(=O)N(C)C2CCCCC2)nc2cc(S(N)(=O)=O)ccc21 | 11 | -1 | x
CC(=O)c1c(C)[nH]c(C(=O)Nc2c(C)n(C)n(-c3ccccc3)c2=O)c1C | 21 | -14 | i
O=c1nccc(SCc2ccc(Cl)cc2Cl)[nH]1 | 2 | -13 | i
COc1ccc(OCC(=O)Nc2ccc(NC(=O)c3cccs3)cc2)cc1 | 16 | 1 | i
C[C@@H]1C(=O)O[C@@H]2CC34[C@H]5C[C@@H](C(C)(C)C)C36[C@H](OC(=O)[C@@H]6O)OC4(C(=O)O5)[C@@]12O (some centres undefined) | 13 | -9 | i
Cc1ccc(C(=O)NCCCN2CCOCC2)o1 | -5 | -5 | i
Cc1nccn1S(=O)(=O)c1cc([N+](=O)[O-])ccc1Cl | 43 | 3 | i
CC(C)(O[C@@H]1O[C@H](CO)[C@@H](O)[C@H](O)[C@H]1O)[C@@H]1CC=C(C(=O)O)CC1 | 2 | 12 | x
O=C(COC(=O)c1cnccn1)c1ccc(Br)cc1 | 8 | -8 | i
Cc1ccc(S(=O)(=O)NC2=NCN(CC(=O)O)CN2)cc1 | 25 | -14 | i
O=S(=O)(c1cccc(-c2csc(-c3cccnc3)n2)c1)N1CCCCC1 | 7 | -3 | i

Additional entries:
SMILES | OX1R antag-1 | OX1R antag-2 | CHT PAM
Brc1ccc(CSc2nnc3ccccn23)cc1 | 5 | -12 | i
CCn1nnc(-c2ccccc2NC(=O)c2cc(OC)c(OC)c(OC)c2)n1 | 2 | -30 | i
COc1ccc(OC)c(C2C(C(C)=O)=C(O)C(=O)N2c2ccc(F)cc2)c1 (centres undefined) | 27 | -20 | i
COc1ccc(C)cc1S(=O)(=O)n1cnc2ccccc21 | 36 | 5 | i
O=C(O)c1ccccc1Sc1ncnc2sccc12 | 12 | -13 | i
O=C(Nc1cccc(C(F)(F)F)c1)C1=CC=CN2CCS(=O)(=O)N=C12 | 11 | 9 | x
COCCNC(=O)CSc1nc2cc(OC)c(OC)cc2c(=O)n1CCc1ccc(S(N)(=O)=O)cc1 | 7 | -11 | i
CSc1cc(CS(=O)(=O)c2ccccc2)nc(-c2ccccc2)n1 | 17 | -24 | i
COc1ccc(C(=O)N/C(=C\c2cn(C)c3ccccc23)C(=O)NCCCn2ccnc2)cc1OC | 6 | -13 | i
Cc1cc(-c2ccccc2)nc(N(C)C)c1S(C)(=O)=O | 8 | -16 | i
Cc1cccc(C)c1NCc1nnc(SCC(=O)Nc2nc(-c3ccccc3)cs2)n1-c1ccccc1 | 5 | -27 | i
CCN(CC)CCCN=C(N)N | 5 | 4 | i
O=C(Nc1ccc2c(c1)OCCO2)c1ccc(Cl)c(S(=O)(=O)N2CCOCC2)c1 | 9 | -28 | i
CN(C)c1ccc(NC(=O)CSc2nc3ccccc3c(=O)n2CC2CCCO2)cc1 (centres undefined) | 22 | -23 | i
CC(O)(C#CCN1CCCC1)c1ccccc1 (centres undefined) | 11 | 10 | i
CC(C)(C)C(=O)NC(=O)Nc1ccccc1C(F)(F)F | -1 | -7 | i
COc1cc(C(=O)OCC(=O)N(CC(C)C)C2CCS(=O)(=O)C2)cc(OC)c1C (centres undefined) | 3 | -37 | x
C[C@H](CO)N1C[C@H](C)[C@@H](CN(C)S(=O)(=O)c2ccccc2)Oc2c(NC(=O)NC3CCCCC3)cccc2C1=O | 4 | -22 | x
O=C(NCCN1C(=O)S/C(=C\c2ccc(Cl)cc2Cl)C1=O)C1=COCCO1 | 28 | -34 | i
C=CCNC(=O)c1c(C(F)(F)F)nn(C)c1Cl | 11 | 3 | i
Cc1cc2cc(CNC(=S)Nc3ccc(OC(F)F)cc3)ccc2[nH]1 | 6 | 2 | i
COc1ccc(NC(=O)O/N=C2/CCCc3ccc(OC)cc32)cc1 | 15 | -34 | i
COC(=O)NC1CSCC1OC(=O)c1ccc(Br)cc1 (centres undefined) | -2 | -22 | i
COc1ccc(NC(=O)c2cc(-c3ccco3)on2)cc1OC | 11 | -16 | i
COc1ccc2c(c1)-c1c(ssc1=S)C(C)(C)N2C(=O)CSC1=NCCS1 | 24 | -8 | i

Another view of part of the listing above:
Order of values – OX1R antag-1, OX1R antag-2, CHT PAM
> CCn1c(SCC(=O)N(C)C2CCCCC2)nc2cc(S(N)(=O)=O)ccc21
→ 11, -1, x
> Cc1nc(C(=O)NNC(=O)Nc2ccccc2)cs1
→ 6, -16, i

Further structures follow.
SMILES | OX1R antag-1 | OX1R antag-2 | CHT PAM
CCc1noc(C)c1C(=O)OCC(=O)Nc1ccc2c(c1)OCO2 | 1 | 8 | x
CCCSc1nc(O)c(C(c2ccc(OC)c(O)c2)c2c(O)nc(SCCC)n(C)c2=O)c(=O)n1C | 10 | 18 | i
COc1ccc(C(CNC(=O)c2cc(S(=O)(=O)N3CCCC3)ccc2Cl)N2CCCC2)cc1 (centres undefined) | 9 | -30 | x
CCCCCc1cccnc1 | 18 | -11 | i
CCn1cc(C(=O)OCC(=O)Nc2ccccc2OC(F)F)c(=O)c2ccc(C)nc21 | 10 | -29 | x
Cc1c(NC(=S)N/N=C/c2ccc([N+](=O)[O-])cc2O)c(=O)n(-c2ccccc2)n1C | 40 | -5 | i
Cn1c(SCC(=O)CC(=O)Nc2ccccc2)nnc1-c1ccc(O)cc1 | 19 | -11 | i
